HTR5A inv ag = counter-screen for OPRM1-OPRD1 inverse agonists: human HTR5A inverse agonism; AID 504634; 340,000 tested, 0.083% active; HTR5A cell line, luminescence; P47898; inhibition, % at 9.3 µM; in the data active means inhibition mostly above about 23%, no sharp cut-off; inactive means mostly below about 18%;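 further: 0% = cells with DMSO and 100% = no-cell wells with DMSO; some compounds called inactive have numbers as strong as hits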
phage Ecoli inh = E. coli growth loss with phage present; growth absorbance; 360,000 tested, 0.26% active; inhibition, % at 11.9 µM; in the data active means inhibition above about 11%
E coli growth = counter-screen for AddAB inhibitors: E. coli growth inhibition | E. coli V3065 growth, OD600 absorbance, 18 h | inhibition, % at 11.9 µM | 330,000 tested, 0.27% active;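 active means inhibition above the campaign's mean inhibition across all tested compounds plus 3 SD, cut at about 9.9% in these data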;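 further: uninfected addAB+ strain grown without phage in ampicillin broth; 0% = DMSO wells and 100% = ciprofloxacin 0.95 µg/ml wells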
MOR-DOR ag = OPRM1-OPRD1 heterodimerization agonism. P35372+P41143. cells, luminescence. activation, % at 9.3 µM. 340,000 tested, 0.3% active. AID 504326; in the data active means activation above about 18%;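 further: 0% = vehicle-treated cells and 100% = reference agonist; values of inactives mirror those of a sister screen read the other way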
Target sequence (P35372 whole entry, looked up): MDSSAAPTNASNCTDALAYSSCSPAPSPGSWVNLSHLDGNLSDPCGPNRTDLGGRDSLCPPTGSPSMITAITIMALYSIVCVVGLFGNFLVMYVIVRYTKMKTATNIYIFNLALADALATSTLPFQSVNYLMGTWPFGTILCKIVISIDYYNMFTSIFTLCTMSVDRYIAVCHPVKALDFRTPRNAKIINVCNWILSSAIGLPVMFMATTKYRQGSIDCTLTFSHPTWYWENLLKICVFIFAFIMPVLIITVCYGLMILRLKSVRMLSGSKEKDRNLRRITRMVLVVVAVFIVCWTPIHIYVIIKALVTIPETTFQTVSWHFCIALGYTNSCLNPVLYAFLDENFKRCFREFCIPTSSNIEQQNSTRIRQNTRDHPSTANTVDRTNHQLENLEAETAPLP
Target sequence (P41143 whole entry, looked up): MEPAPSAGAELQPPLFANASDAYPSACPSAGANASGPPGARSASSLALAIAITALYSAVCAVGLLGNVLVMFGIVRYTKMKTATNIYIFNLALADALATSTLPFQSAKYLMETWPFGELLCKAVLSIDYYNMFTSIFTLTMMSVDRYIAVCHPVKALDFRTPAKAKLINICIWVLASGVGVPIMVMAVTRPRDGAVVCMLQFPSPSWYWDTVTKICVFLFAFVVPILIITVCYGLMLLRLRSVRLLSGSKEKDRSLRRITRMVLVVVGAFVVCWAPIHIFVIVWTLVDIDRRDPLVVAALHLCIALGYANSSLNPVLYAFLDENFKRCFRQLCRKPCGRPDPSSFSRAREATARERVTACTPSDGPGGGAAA
PKA-R1A activ = PKA-R1A complex activation; activation, % at 11.4 µM; 340,000 tested, 0.083% active; AID 504707; P00514+P68181; PKA-R1A dissociation, Cy5-IP20 fluorescence polarization; scaled: DMSO 0%, 113 µM cGMP 100%;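 active means percent activation above the mean of all tested compounds plus 3 SD, cut at about 19% in these data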;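 further: higher means more PKAc released from R1A so a rise in polarization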
PfHsp90 yeast 2 = reduces growth (ATP signal) of yeast expressing P. falciparum Hsp90; inhibition, % at 9.4 µM; S. cerevisiae expressing PfHsp90, BacTiter-Glo ATP, 48 h; yeast lacking PDR1 and PDR3 efflux regulators; 310,000 tested, 0.32% active;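 active means every replicate shows inhibition above about 80%, whatever the replicate mean, limit read from the data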;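 further: 0% = DMSO neutral controls and 100% = 20 µM radicicol positive controls; yeast relying on Plasmodium falciparum Hsp90 in place of its own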
HTR5A ag = counter-screen for OPRM1-OPRD1 agonists: human HTR5A agonism; 340,000 tested, 0.61% active; activation, % at 9.3 µM; HTR5A agonist assay, luminescence, cell-based; in the data active means activation mostly above about 9.5%, no sharp cut-off; inactive means mostly below about 7.6%;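 further: 0% = cells with vehicle only and 100% = reference agonist; strong numbers were not always called active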
SUMO Mot1 rescue = blocks SUMOylation pathway, rescuing yeast Mot1-301 growth; growth rescue, % at 18.8 µM; 320,000 tested, 1% active; S. cerevisiae Mot1-301 growth rescue, ATP luminescence, 38.5C; percent above DMSO median, 100 means doubled;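 active means every valid replicate shows activation above 250% relative to neutral control wells; inactive means the rest, any valid replicate at or below 250%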;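 further: OY570 slx delta 5 strain wells were the positive control but not used for scaling; some compounds called inactive have numbers as strong as hits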
AddAB inh = less growth of phage-infected E. coli with AddAB; 330,000 tested, 0.29% active; E. coli expressing H. pylori AddAB, absorbance growth; inhibition, % at 11.9 µM; in the data active means inhibition above about 12%;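 further: 0% = vehicle wells of infected cells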
OPRM1-OPRD1 inv = inverse agonist of human OPRM1-OPRD1 heterodimerization. P35372+P41143. cell-based MOR-DOR heterodimer luminescence, inverse agonism. inhibition, % at 9.3 µM. 340,000 tested, 0.21% active. AID 504357; in the data active means inhibition above about 22%, passing the limit was not always enough;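 further: 0% = cells with DMSO and 100% = wells without cells with DMSO; values of inactives mirror those of a sister screen read the other way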
Pemphigus Ab inh = human desmoglein-3 autoantibody binding inhibition; binding (percent of control), % at 10 µM; 310,000 tested, 0.48% active; DSG3-coupled beads, scFv-anti-DSG3-GFP binding, flow cytometry; hits give low values; P32926;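 active means binding more than 3 SD below its plate's average and above zero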;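 further: hits lower antibody fragment binding to DSG3; some compounds called inactive have numbers as strong as hits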
* hit, by the source's call. The order is random. About 3.2% of those tested had a hit in this group.

The first 2 compounds, ahead of the listing:
How did O=C(CN1C(=O)/C(=C/c2ccccc2)SC1=S)NC1CCS(=O)(=O)C1 (centres undefined) do in these assays?
HTR5A inv ag: 8; phage Ecoli inh: -3.0; E coli growth: -1.2; MOR-DOR ag: -0.1; PKA-R1A activ: -7; PfHsp90 yeast 2: -5; HTR5A ag: -2; SUMO Mot1 rescue: 39; AddAB inh: 0.2; OPRM1-OPRD1 inv: 1; Pemphigus Ab inh: 104

What do the screens show for `Cc1ccc(OCC(=O)N2CCN(c3nnc(-c4ccccc4)c4ccccc34)CC2)cc1`?
HTR5A inv ag: 4; phage Ecoli inh: -0.9; E coli growth: 0.6; MOR-DOR ag: 0.2; PKA-R1A activ: 3; PfHsp90 yeast 2: -37; HTR5A ag: 9.0*; SUMO Mot1 rescue: -24; AddAB inh: 2.9; OPRM1-OPRD1 inv: -1

Main list, previewed entries included:
How did O=C(CN1C(=O)/C(=C/c2ccccc2)SC1=S)NC1CCS(=O)(=O)C1 (centres undefined) do in these assays?
HTR5A inv ag: 8; phage Ecoli inh: -3.0; E coli growth: -1.2; MOR-DOR ag: -0.1; PKA-R1A activ: -7; PfHsp90 yeast 2: -5; HTR5A ag: -2; SUMO Mot1 rescue: 39; AddAB inh: 0.2; OPRM1-OPRD1 inv: 1; Pemphigus Ab inh: 104

What do the screens show for `Cc1ccc(OCC(=O)N2CCN(c3nnc(-c4ccccc4)c4ccccc34)CC2)cc1`?
HTR5A inv ag: 4; phage Ecoli inh: -0.9; E coli growth: 0.6; MOR-DOR ag: 0.2; PKA-R1A activ: 3; PfHsp90 yeast 2: -37; HTR5A ag: 9.0*; SUMO Mot1 rescue: -24; AddAB inh: 2.9; OPRM1-OPRD1 inv: -1

Results for CCOc1ccc(NS(=O)(=O)c2ccc3[nH]cc(C(=O)N(CC)CC)c(=O)c3c2)cc1 ?
HTR5A inv ag: 12; phage Ecoli inh: 0.2; E coli growth: -1.1; MOR-DOR ag: -0.9; PKA-R1A activ: -4; PfHsp90 yeast 2: 41; HTR5A ag: 5; SUMO Mot1 rescue: -1; AddAB inh: 0.3; OPRM1-OPRD1 inv: 5

Results for COc1ccc(OC)c(-n2nnnc2SCC(=O)O)c1 ?
HTR5A inv ag: -21; phage Ecoli inh: 0.4; E coli growth: 1.2; MOR-DOR ag: -0.4; PKA-R1A activ: -5; PfHsp90 yeast 2: 5; HTR5A ag: 9; SUMO Mot1 rescue: 3; AddAB inh: 1.5; OPRM1-OPRD1 inv: 2; Pemphigus Ab inh: 99

Results for CC1Cc2ccccc2N1C(=O)CSc1nncn1C (centres undefined) ?
HTR5A inv ag: 3; phage Ecoli inh: 3.7; E coli growth: 1.5; MOR-DOR ag: 1.2; PKA-R1A activ: -10; PfHsp90 yeast 2: 8; HTR5A ag: -1; SUMO Mot1 rescue: -14; AddAB inh: 3.7; OPRM1-OPRD1 inv: -9; Pemphigus Ab inh: 87

What do the screens show for `O=C(NCc1ccco1)c1csc(Nc2ccccc2Cl)n1`?
HTR5A inv ag: 4; phage Ecoli inh: -0.6; E coli growth: 2.0; MOR-DOR ag: -2.0; PKA-R1A activ: 4; HTR5A ag: -3; SUMO Mot1 rescue: 172; AddAB inh: 2.8; OPRM1-OPRD1 inv: 9; Pemphigus Ab inh: 113

What do the screens show for `Cc1ccc(NC(=O)c2ccc3c(c2)C(=O)N(Cc2cccnc2)C3=O)c(C)c1`?
HTR5A inv ag: -2; phage Ecoli inh: 1.3; E coli growth: -0.4; MOR-DOR ag: -1.6; PKA-R1A activ: 5; PfHsp90 yeast 2: 23; HTR5A ag: 1; SUMO Mot1 rescue: 147; AddAB inh: 1.2; OPRM1-OPRD1 inv: 8; Pemphigus Ab inh: 102

Results for O=C(COC(=O)c1ccccc1O)Nc1ccc(S(=O)(=O)N2CCCCC2)cc1 ?
HTR5A inv ag: 9; phage Ecoli inh: 0.1; E coli growth: 1.4; MOR-DOR ag: -1.5; PKA-R1A activ: -18; HTR5A ag: -3; SUMO Mot1 rescue: 10; AddAB inh: -1.2; OPRM1-OPRD1 inv: 7; Pemphigus Ab inh: 111

How did Cc1ccc(C)c(NC(=O)C(Sc2nncn2C)c2ccccc2)c1 (centres undefined) do in these assays?
HTR5A inv ag: -4; phage Ecoli inh: 3.2; E coli growth: -2.8; MOR-DOR ag: -1.9; PKA-R1A activ: -1; PfHsp90 yeast 2: 10; HTR5A ag: 1; SUMO Mot1 rescue: 28; AddAB inh: -2.8; OPRM1-OPRD1 inv: 10; Pemphigus Ab inh: 103

Results for Cc1ccc(N)c(C(=O)CCCCC(=O)O)c1 ?
HTR5A inv ag: -27; phage Ecoli inh: 2.2; E coli growth: 0.3; MOR-DOR ag: 0.9; PKA-R1A activ: 3; PfHsp90 yeast 2: 20; HTR5A ag: 2; SUMO Mot1 rescue: 4; AddAB inh: 5.6; OPRM1-OPRD1 inv: -5

How did COc1cc(/C=C/C(=O)N2c3ccccc3Sc3ccc(C(F)(F)F)cc32)cc(OC)c1OC do in these assays?
HTR5A inv ag: -3; phage Ecoli inh: 2.3; E coli growth: 2.4; MOR-DOR ag: 1.1; PKA-R1A activ: -5; PfHsp90 yeast 2: 0; HTR5A ag: -2; SUMO Mot1 rescue: 4; AddAB inh: 3.0; OPRM1-OPRD1 inv: -6

Results for Cc1ccc(/C=C/C(=O)Nc2ncc(C)s2)o1 ?
HTR5A inv ag: -8; phage Ecoli inh: 5.5; E coli growth: 0.9; MOR-DOR ag: 3.6; PKA-R1A activ: -4; PfHsp90 yeast 2: 4; HTR5A ag: 3; SUMO Mot1 rescue: -15; AddAB inh: 3.9; OPRM1-OPRD1 inv: -22; Pemphigus Ab inh: 99

How did COCCNC(=O)c1ccccc1NC(=O)c1ccccc1N(C)S(=O)(=O)c1ccccc1 do in these assays?
HTR5A inv ag: 8; phage Ecoli inh: 4.1; E coli growth: -0.2; MOR-DOR ag: -1.4; PKA-R1A activ: -7; PfHsp90 yeast 2: 2; HTR5A ag: -2; SUMO Mot1 rescue: 17; AddAB inh: 1.4; OPRM1-OPRD1 inv: 6; Pemphigus Ab inh: 101

How did COc1cc(NC(=S)N2CCN(c3ccccn3)CC2)cc(OC)c1OC do in these assays?
HTR5A inv ag: -1; phage Ecoli inh: 5.1; E coli growth: -2.4; MOR-DOR ag: 0.4; PKA-R1A activ: 11; PfHsp90 yeast 2: -32; HTR5A ag: 0; SUMO Mot1 rescue: -8; AddAB inh: -0.5; OPRM1-OPRD1 inv: -3; Pemphigus Ab inh: 98

What do the screens show for `COc1ccc(C(=O)Cn2nnc(-c3ccccc3-n3cnnn3)n2)cc1`?
HTR5A inv ag: 1; phage Ecoli inh: 2.4; E coli growth: -2.2; MOR-DOR ag: -1.0; PKA-R1A activ: -7; PfHsp90 yeast 2: -1; HTR5A ag: 6; SUMO Mot1 rescue: 318; AddAB inh: -1.0; OPRM1-OPRD1 inv: 6; Pemphigus Ab inh: 99

What do the screens show for `COc1cc([N+](=O)[O-])ccc1NC(=O)NCCCN1CCCC1=O`?
HTR5A inv ag: -13; phage Ecoli inh: 0.9; E coli growth: 1.1; MOR-DOR ag: -2.3; PKA-R1A activ: -4; PfHsp90 yeast 2: -10; HTR5A ag: -2; SUMO Mot1 rescue: 13; AddAB inh: 0.6; OPRM1-OPRD1 inv: 12

Results for COCCNC(=O)/C(C#N)=C/c1cccc(OCc2ccccc2)c1 ?
HTR5A inv ag: 11; phage Ecoli inh: 4.3; E coli growth: 2.1; MOR-DOR ag: 1.5; PKA-R1A activ: 2; PfHsp90 yeast 2: -20; HTR5A ag: 1; SUMO Mot1 rescue: -6; AddAB inh: 4.3; OPRM1-OPRD1 inv: -7; Pemphigus Ab inh: 106

Results for CCC(=O)Nc1cccc(-c2cn3ccccc3n2)c1 ?
HTR5A inv ag: -7; phage Ecoli inh: 3.3; E coli growth: 1.7; MOR-DOR ag: 2.6; PKA-R1A activ: 4; PfHsp90 yeast 2: 4; HTR5A ag: 9; SUMO Mot1 rescue: -14; AddAB inh: 5.7; OPRM1-OPRD1 inv: -13

How did O=C(O)c1cc(-c2ccc(N3CCOCC3)cc2)nn1-c1ccc(F)cc1F do in these assays?
HTR5A inv ag: -10; phage Ecoli inh: 2.6; E coli growth: -0.4; MOR-DOR ag: 0.1; PKA-R1A activ: -5; PfHsp90 yeast 2: 0; HTR5A ag: 1; SUMO Mot1 rescue: -5; AddAB inh: 1.5; OPRM1-OPRD1 inv: -1; Pemphigus Ab inh: 99

Results for COc1ccc2[nH]c(C)cc(=O)c2c1 ?
HTR5A inv ag: -32; phage Ecoli inh: 0.1; E coli growth: 1.2; MOR-DOR ag: -3.2; PKA-R1A activ: 2; PfHsp90 yeast 2: 5; HTR5A ag: 11; SUMO Mot1 rescue: -14; AddAB inh: -0.7; OPRM1-OPRD1 inv: 18; Pemphigus Ab inh: 103

What do the screens show for `Cc1ccc(S(=O)(=O)N2CCN(C(=O)COC(=O)COc3ccc(Cl)c(C)c3)CC2)c(C)c1`?
HTR5A inv ag: 5; phage Ecoli inh: 1.6; MOR-DOR ag: -1.6; PKA-R1A activ: -3; HTR5A ag: 3; OPRM1-OPRD1 inv: 6; Pemphigus Ab inh: 97

What do the screens show for `O=C1CC2(CC(c3ccc(Cl)cc3)=NO2)C(=O)N1c1ccccc1` (centres undefined)?
HTR5A inv ag: 16; phage Ecoli inh: 3.1; E coli growth: -2.4; MOR-DOR ag: -0.6; PKA-R1A activ: -1; PfHsp90 yeast 2: 4; HTR5A ag: 6; SUMO Mot1 rescue: -3; AddAB inh: 0.8; OPRM1-OPRD1 inv: 3; Pemphigus Ab inh: 99

Results for COc1cccc2c(=O)cc(C)n(CC(=O)Nc3ccc(C)c(C)c3)c12 ?
HTR5A inv ag: 9; phage Ecoli inh: 4.5; E coli growth: 0.1; MOR-DOR ag: -1.2; PKA-R1A activ: 2; PfHsp90 yeast 2: 10; HTR5A ag: 2; SUMO Mot1 rescue: 220; AddAB inh: 2.4; OPRM1-OPRD1 inv: 7; Pemphigus Ab inh: 101

What do the screens show for `CCOn1c(=O)c(-c2ccc(OC)c(OC)c2)[n+]([O-])c2ccccc21`?
HTR5A inv ag: 4; phage Ecoli inh: 0.3; E coli growth: -1.3; MOR-DOR ag: 1.2; PKA-R1A activ: 1; PfHsp90 yeast 2: -12; HTR5A ag: -1; SUMO Mot1 rescue: 237; AddAB inh: 0.5; OPRM1-OPRD1 inv: -6; Pemphigus Ab inh: 96

What do the screens show for `O=C(COC(=O)c1ccccc1Nc1ccc(SC(F)F)cc1)NC1CC1`?
HTR5A inv ag: -15; phage Ecoli inh: 1.4; E coli growth: -1.3; MOR-DOR ag: -1.1; PKA-R1A activ: 9; PfHsp90 yeast 2: 5; HTR5A ag: 2; SUMO Mot1 rescue: 10; AddAB inh: -1.9; OPRM1-OPRD1 inv: 5; Pemphigus Ab inh: 110
